GPR151 ag = activators of human GPR151, primary screen, cell-based, PathHunter beta-arrestin, luminescence. G-protein coupled receptor 151 (Homo sapiens), Q8TDV0. PathHunter beta-arrestin GPR151 cells. activation, % at 11.2 µM. 650,000 tested, 1% active; in the data active means activation above about 4.9%;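 further: 0% = median of compound wells and 100% = cells with positive control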
Target sequence (Q8TDV0 whole entry, looked up): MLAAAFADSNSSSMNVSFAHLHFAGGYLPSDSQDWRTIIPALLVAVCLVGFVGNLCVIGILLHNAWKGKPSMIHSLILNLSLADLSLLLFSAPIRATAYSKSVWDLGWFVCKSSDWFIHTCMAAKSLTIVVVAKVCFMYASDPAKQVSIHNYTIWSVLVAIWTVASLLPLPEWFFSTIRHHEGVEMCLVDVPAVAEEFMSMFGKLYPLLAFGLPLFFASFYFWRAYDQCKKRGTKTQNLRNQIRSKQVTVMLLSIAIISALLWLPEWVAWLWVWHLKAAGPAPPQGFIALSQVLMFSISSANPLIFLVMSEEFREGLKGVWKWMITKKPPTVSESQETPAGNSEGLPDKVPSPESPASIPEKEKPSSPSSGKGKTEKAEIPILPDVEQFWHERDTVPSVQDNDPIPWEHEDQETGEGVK
TEAD-YAP block = TEAD-YAP interaction inhibition, primary screen, TEAD-YAP interaction inhibitor project, luminescence, HEK-TIYL cells. TEAD-Gal4/YAP UAS-luciferase luminescence. inhibition, % at 9.12 µM. 640,000 tested, 1.4% active; in the data active means inhibition above about 32%;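 further: 0% = median of test compound wells and 100% = reference inhibitor wells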
MITF inh = MITF inhibitors, primary screen, biochemical, AlphaScreen, human; AID 1259374, 2018; inhibition, % at 2.6 µM; AlphaScreen MITF homodimerization, bead proximity signal; 650,000 tested, 0.91% active; Microphthalmia-associated transcription factor (Homo sapiens), O75030; in the data active means inhibition above about 50%;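 further: 0% = vehicle wells with protein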
FBW7 activator = FBW7 E3 ligase activators, primary screen, biochemical, AlphaScreen, human. F-box/WD repeat-containing protein 7 (Homo sapiens), Q969H0. AlphaScreen FBW7–phospho-cyclin E peptide binding, activator screen. normalized activity (activation), % at 26.1 µM. 650,000 tested, 0.13% active; in the data active means normalized activity above about 1.9%;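 further: purified mutant Fbw7 with reduced substrate affinity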
Target sequence (Q969H0 whole entry, looked up): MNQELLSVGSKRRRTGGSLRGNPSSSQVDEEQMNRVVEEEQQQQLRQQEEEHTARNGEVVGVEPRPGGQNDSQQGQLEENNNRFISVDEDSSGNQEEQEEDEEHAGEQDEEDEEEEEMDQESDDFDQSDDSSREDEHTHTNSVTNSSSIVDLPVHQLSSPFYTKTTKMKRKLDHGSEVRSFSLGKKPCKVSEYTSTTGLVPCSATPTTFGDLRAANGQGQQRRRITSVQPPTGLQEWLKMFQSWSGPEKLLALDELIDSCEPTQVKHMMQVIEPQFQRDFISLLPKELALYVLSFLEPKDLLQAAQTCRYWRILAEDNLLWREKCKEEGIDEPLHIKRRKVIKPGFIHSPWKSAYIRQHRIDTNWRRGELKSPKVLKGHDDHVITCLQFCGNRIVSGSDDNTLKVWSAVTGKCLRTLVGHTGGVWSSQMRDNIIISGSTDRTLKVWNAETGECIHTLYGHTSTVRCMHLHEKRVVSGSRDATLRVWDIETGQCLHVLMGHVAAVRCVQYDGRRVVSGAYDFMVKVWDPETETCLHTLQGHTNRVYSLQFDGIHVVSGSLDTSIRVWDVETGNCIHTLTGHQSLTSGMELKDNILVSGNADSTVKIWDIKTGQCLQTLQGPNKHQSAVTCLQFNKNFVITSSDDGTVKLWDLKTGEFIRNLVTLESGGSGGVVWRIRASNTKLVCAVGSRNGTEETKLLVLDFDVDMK
* marks the source's active call; other numbers are inactive results; & = joins results of further samples.

For CC1=C(C(=O)OC2CCCCC2)C(c2ccsc2)C2=C(CC(C)(C)CC2=O)N1 (centres undefined) the results were GPR151 ag 0.8, TEAD-YAP block 7, MITF inh -2 and FBW7 activator 0.0.
`CC(=O)c1ccc(NC(=O)Nc2ccccc2C)cc1` gave GPR151 ag -1.4, TEAD-YAP block -44, MITF inh -11 and FBW7 activator -0.2.
`CCCCOc1ccc(-c2ncc(C(=O)OCC)c(Cl)n2)cc1` gave GPR151 ag 0.7, TEAD-YAP block 4, MITF inh -4 and FBW7 activator 0.4.
O=C(Nc1nc2ccc(Br)cc2s1)c1ccccc1Oc1ccccc1 was read as GPR151 ag 1.5, TEAD-YAP block 5, MITF inh -5 and FBW7 activator 0.0.
Screening COc1ccc(CCNC(=O)CCn2c(SCc3cccc(F)c3)nc3ccccc3c2=O)cc1OC returned GPR151 ag 1.6, TEAD-YAP block -8, MITF inh 2 and FBW7 activator 0.0.
CCn1c2ccccc2c2cc(CN3CCN(Cc4ccc(C(F)(F)F)cc4)CC3)ccc21 was read as GPR151 ag 3.8, TEAD-YAP block -7, MITF inh 54* and FBW7 activator -0.1.
`CCCS(=O)(=O)C(=C1Nc2ccc([N+](=O)[O-])cc2N1)S(=O)(=O)CCC` gave GPR151 ag 0.7, TEAD-YAP block 4, MITF inh 0 and FBW7 activator 0.5.
`Cc1ccc(/C=N/NC(=O)C(=O)Nc2ccccc2F)o1` gave GPR151 ag -0.8, TEAD-YAP block 4, MITF inh 2 and FBW7 activator 0.0.
Cc1cc(N/C=C/C(=O)c2cccs2)no1 was read as GPR151 ag -0.6, TEAD-YAP block -64, MITF inh 8 and FBW7 activator -0.1.
`O=C(/C=C/c1cccs1)N1CCN(Cc2ccc3c(c2)OCO3)CC1` gave GPR151 ag -0.1, TEAD-YAP block 2, MITF inh 2 and FBW7 activator 0.1.
`N#Cc1cc2c(cc1C#N)-n1c(-c3ccccc3)nnc1-c1cc3ccccc3cc1O2` gave GPR151 ag -1.0, TEAD-YAP block -6, MITF inh 5 and FBW7 activator 0.5.
CC1=C(C(=O)OC(C)C)C(c2coc3ccccc3c2=O)C2=C(CCCC2=O)N1 (centres undefined) was read as GPR151 ag -1.2&-1.1, TEAD-YAP block -3&11, MITF inh 4&10 and FBW7 activator -0.1&0.2.

Nine compounds out of the list, sorted by formula weight, falling:
Screening COc1ccc(CCNC(=O)CCn2c(SCc3cccc(F)c3)nc3ccccc3c2=O)cc1OC returned GPR151 ag 1.6, TEAD-YAP block -8, MITF inh 2 and FBW7 activator 0.0.
`N#Cc1cc2c(cc1C#N)-n1c(-c3ccccc3)nnc1-c1cc3ccccc3cc1O2` gave GPR151 ag -1.0, TEAD-YAP block -6, MITF inh 5 and FBW7 activator 0.5.
For CC1=C(C(=O)OC2CCCCC2)C(c2ccsc2)C2=C(CC(C)(C)CC2=O)N1 (centres undefined) the results were GPR151 ag 0.8, TEAD-YAP block 7, MITF inh -2 and FBW7 activator 0.0.
CC1=C(C(=O)OC(C)C)C(c2coc3ccccc3c2=O)C2=C(CCCC2=O)N1 (centres undefined) was read as GPR151 ag -1.2&-1.1, TEAD-YAP block -3&11, MITF inh 4&10 and FBW7 activator -0.1&0.2.
`CCCS(=O)(=O)C(=C1Nc2ccc([N+](=O)[O-])cc2N1)S(=O)(=O)CCC` gave GPR151 ag 0.7, TEAD-YAP block 4, MITF inh 0 and FBW7 activator 0.5.
`O=C(/C=C/c1cccs1)N1CCN(Cc2ccc3c(c2)OCO3)CC1` gave GPR151 ag -0.1, TEAD-YAP block 2, MITF inh 2 and FBW7 activator 0.1.
`CCCCOc1ccc(-c2ncc(C(=O)OCC)c(Cl)n2)cc1` gave GPR151 ag 0.7, TEAD-YAP block 4, MITF inh -4 and FBW7 activator 0.4.
`Cc1ccc(/C=N/NC(=O)C(=O)Nc2ccccc2F)o1` gave GPR151 ag -0.8, TEAD-YAP block 4, MITF inh 2 and FBW7 activator 0.0.
Cc1cc(N/C=C/C(=O)c2cccs2)no1 was read as GPR151 ag -0.6, TEAD-YAP block -64, MITF inh 8 and FBW7 activator -0.1.

Following part
C=Cc1ccc(Cn2ccn(Cc3ccc(C)cc3)c(=O)c2=O)cc1 was read as GPR151 ag 4.6, TEAD-YAP block 0, MITF inh -3 and FBW7 activator -0.2.
`COc1ccc2c(c1)OC(C)CN(CC(=O)N1CCCOc3c(cccc3OC)C1)C2` (centres undefined) gave GPR151 ag -0.1, TEAD-YAP block 12, MITF inh 6 and FBW7 activator 0.3.
For COc1cccc(Nc2c(-c3ccc(C(C)C)cc3)c(=O)c2=O)c1 the results were GPR151 ag -2.5, TEAD-YAP block 7, MITF inh -6 and FBW7 activator 0.2.
`CN(C)CC(C)(O)c1ccc2c(c1)CN(C(=O)c1cccc(-n3cccn3)c1)CCO2` (centres undefined) gave GPR151 ag -1.3, TEAD-YAP block 10, MITF inh -1 and FBW7 activator 0.0.
Screening CN(Cc1ccccc1)Cc1c(O)ccc2c(=O)c(-c3ccc(Cl)cc3)c(C(F)(F)F)oc12 returned GPR151 ag 0.2, TEAD-YAP block 3, MITF inh 6 and FBW7 activator 0.3.
O=C1N[C@@H](Cc2cnc[nH]2)C(=O)N2CCN(C(=O)c3cccs3)C[C@H]12 was read as GPR151 ag -0.8, TEAD-YAP block -3, MITF inh -10 and FBW7 activator 0.0.
`CCOC(=O)C1CCN(Cc2nnc(-c3cccc(Br)c3)o2)CC1` gave GPR151 ag -0.4, TEAD-YAP block 3, MITF inh 8 and FBW7 activator 0.3.
COC(=O)c1ccc(NC(=O)CC2C(=O)N(c3ccc(F)cc3)C(=S)N2Cc2ccc(Cl)cc2)cc1 (centres undefined) was read as GPR151 ag -0.8&-0.7, TEAD-YAP block -6&5, MITF inh 11&13 and FBW7 activator 0.5&0.4.
CCn1ccc2cc(OC)ccc2c1=O was read as GPR151 ag 0.0, TEAD-YAP block 6, MITF inh -13 and FBW7 activator 0.9.
For CCc1ccc(-n2c(=S)sc3c(=O)[nH]c(SCC(=O)C(C)(C)C)nc32)cc1 the results were GPR151 ag 1.2, TEAD-YAP block 3, MITF inh 6 and FBW7 activator 0.1.
Screening Cc1ccc(F)c(CN[C@H]2C[C@H]3C(=O)N[C@@H]([C@@H](C)O)C(=O)N3C2)c1 returned GPR151 ag -0.5, TEAD-YAP block -4, MITF inh 5 and FBW7 activator 0.5.
Screening O=c1[nH]c2ncc(-c3cccc4ccccc34)nc2n1C1CCOCC1 returned GPR151 ag -0.2, TEAD-YAP block 4, MITF inh -1 and FBW7 activator -0.3.
For Cc1ccccc1-n1c(SCC(=O)NCc2ccco2)nc2c(sc(=S)n2-c2ccccc2C)c1=O the results were GPR151 ag -0.2, TEAD-YAP block 3, MITF inh 4 and FBW7 activator -0.1.
`CNc1c(NC(=O)C2CC(=O)N(c3ccc(C)cc3)C2)c(=O)oc2ccccc12` (centres undefined) gave GPR151 ag 0.7, TEAD-YAP block -7, MITF inh 0 and FBW7 activator 0.1.
Screening Cc1ccc(C(=O)Nc2nc3ccccc3s2)cc1 returned GPR151 ag -6.5, TEAD-YAP block 19, MITF inh -14 and FBW7 activator 0.2.
CCOC(=O)C1CCN(S(=O)(=O)c2nc3nc(C)cc(C)n3n2)CC1 was read as GPR151 ag -1.1, TEAD-YAP block 6, MITF inh 15 and FBW7 activator 0.7.
For O=C(CSc1nnc(NC(=O)C23CC4CC(CC(C4)C2)C3)s1)Nc1nccs1 the results were GPR151 ag -0.7, TEAD-YAP block 4, MITF inh -4 and FBW7 activator 0.0.
Screening COc1ccc(N2C(=O)NC(=O)/C(=C\c3ccc(O)c([N+](=O)[O-])c3)C2=O)cc1 returned GPR151 ag 5.8*, TEAD-YAP block 3, MITF inh 22 and FBW7 activator 0.1.
CCn1c(CNC(=O)c2cccs2)nnc1SCC(=O)Nc1cc(Cl)ccc1C was read as GPR151 ag 0.3, TEAD-YAP block 10, MITF inh 12 and FBW7 activator 0.5.
O=C(NCc1cccnc1)c1ccc([N+](=O)[O-])cc1Cl was read as GPR151 ag -0.1, TEAD-YAP block 10, MITF inh -13 and FBW7 activator 0.1.
COc1cc([N+](=O)[O-])ccc1NC(=O)Nc1cc(C(F)(F)F)ccc1F was read as GPR151 ag 1.2, TEAD-YAP block -7, MITF inh 13 and FBW7 activator 0.0.
Screening O=S(=O)(NC1CC1)c1ccc(S(=O)(=O)N(Cc2ccccn2)C2CC2)cc1 returned GPR151 ag -0.1, TEAD-YAP block 6, MITF inh -1 and FBW7 activator -0.1.
For CC(C)(C)c1ccc(CCCNCCN2CCNCC2)cc1 the results were GPR151 ag 0.4, TEAD-YAP block 6, MITF inh -7 and FBW7 activator 0.0.
Screening CC1=C(c2ccc(C)cc2)S(=O)(=O)NC1=NC(C)CCc1ccccc1 (centres undefined) returned GPR151 ag 0.0, TEAD-YAP block 3, MITF inh 8 and FBW7 activator -0.1.
CCN(CC)CCNc1ncnc2c1sc1nc3c(cc12)COC(C)(C)C3 was read as GPR151 ag -0.1, TEAD-YAP block 3, MITF inh 10 and FBW7 activator -0.1.
`O=C(N/N=C/c1cccs1)c1cccc2cc[nH]c12` gave GPR151 ag 1.1, TEAD-YAP block -4, MITF inh 17 and FBW7 activator 0.1.
CCCCCC(=O)NNC(=O)Nc1ccccc1 was read as GPR151 ag 1.6, TEAD-YAP block -2, MITF inh 14 and FBW7 activator 0.2.
Cc1cccc(N(C(=O)C(F)(F)F)C2C=CS(=O)(=O)C2)c1 (centres undefined) was read as GPR151 ag 2.9, TEAD-YAP block 1, MITF inh 4 and FBW7 activator 0.0.
Screening CC(C)c1ccc(N2CCN(Cc3ccccc3)C2=O)cc1 returned GPR151 ag -0.7, TEAD-YAP block -90, MITF inh -14 and FBW7 activator 0.3.
For COc1ccc(CCNC(=O)c2cccc(Nc3ccccn3)c2)cc1 the results were GPR151 ag 0.0, TEAD-YAP block 10, MITF inh -8 and FBW7 activator 0.0.
For CC(NC(=O)CSc1n[nH]c(=O)n1C1CC1)C12CC3CC(CC(C3)C1)C2 (centres undefined) the results were GPR151 ag 1.4, TEAD-YAP block 2, MITF inh -3 and FBW7 activator 0.1.
For CCN(C(=O)Cn1nc(Cc2ccncc2)c2ccccc2c1=O)c1cc(C)ccc1C the results were GPR151 ag -0.6, TEAD-YAP block 0, MITF inh 10 and FBW7 activator 0.2.
CCOC(=O)C(C)OC(=O)C1=C(C)NC(=O)NC1c1cc(OC)c(OC)c(OC)c1 (centres undefined) was read as GPR151 ag 1.5, TEAD-YAP block 9, MITF inh 1 and FBW7 activator 0.1.
Screening C[N+]1(CC(O)c2ccccc2)CCCCCC1 (centres undefined) returned GPR151 ag -1.6, TEAD-YAP block -3, MITF inh -6 and FBW7 activator -0.1.
CCCNC(=O)c1csc(Nc2cccnc2)n1 was read as GPR151 ag 0.0, TEAD-YAP block 7, MITF inh 7 and FBW7 activator 0.0.
For Cc1ccc(NC(=O)/C(=C\c2ccc3c(c2)OCO3)NC(=O)c2ccccc2Br)cc1 the results were GPR151 ag 0.8, TEAD-YAP block 0, MITF inh 5 and FBW7 activator 0.0.
`CCN(CC)C(=O)c1ccccc1NC(=O)CN1C(=O)c2ccccc2C1=O` gave GPR151 ag 0.7, TEAD-YAP block -8, MITF inh 1 and FBW7 activator -0.3.
For O=C(Nc1ccc(F)cc1)c1cc2ccccc2oc1=O the results were GPR151 ag 1.0, TEAD-YAP block -60, MITF inh -5 and FBW7 activator 0.0.
O=C(OCN1C(=O)c2ccccc2C1=O)c1ccc(S(=O)(=O)NCc2ccco2)cc1 was read as GPR151 ag 1.4, TEAD-YAP block 4, MITF inh -1 and FBW7 activator 0.0.
CC1CCCCN1Cc1nc(N2CCOCC2)c2ccc(Cl)cc2n1 (centres undefined) was read as GPR151 ag -0.4, TEAD-YAP block 7, MITF inh 5 and FBW7 activator 0.0.
O=C(O)CCCNCP(=O)(O)CCc1ccccc1 was read as GPR151 ag 0.0, TEAD-YAP block -2, MITF inh 0 and FBW7 activator 0.1.
Screening COc1ccc(C2C3=C(CC(C)(C)CC3=O)Nc3c2c(=O)n(C)c(=O)n3C)c(OC)c1 (centres undefined) returned GPR151 ag -1.0, TEAD-YAP block -1, MITF inh -8 and FBW7 activator -0.1.
`COc1cccc(Nc2cc(C)c3ccccc3n2)c1` gave GPR151 ag -0.6, TEAD-YAP block -38, MITF inh -20 and FBW7 activator 0.0.
`Cc1ccc(C(=O)NC(C)c2ccccc2)cc1S(=O)(=O)Nc1ccccc1` (centres undefined) gave GPR151 ag 2.1, TEAD-YAP block 2, MITF inh 2 and FBW7 activator 0.0.
For CN(C)c1ccc(/C=N/c2ncn[nH]2)cc1 the results were GPR151 ag 0.3, TEAD-YAP block -3, MITF inh 0 and FBW7 activator -0.2.
COc1cc(Nc2cc(C(=O)NCc3cccnc3)ccn2)cc(OC)c1OC was read as GPR151 ag -1.7, TEAD-YAP block 0, MITF inh 9 and FBW7 activator 0.3.
`CCOc1ccc(-c2c(C)sc3ncn(C(C)C(=O)O)c(=O)c23)cc1` (centres undefined) gave GPR151 ag -0.6, TEAD-YAP block -7, MITF inh -3 and FBW7 activator -0.1.
For CC(C)CC(=O)NC(=S)Nc1ccc(N(C)C)cc1 the results were GPR151 ag 0.7, TEAD-YAP block -42, MITF inh 18 and FBW7 activator -0.4.
For Cc1c(CNC2CCCC2)c(C(=O)O)c(C)n1Cc1ccccc1 the results were GPR151 ag -0.6, TEAD-YAP block -13, MITF inh -14 and FBW7 activator -0.1.

Bioassay records (PubChem)
